Assay outcomes (PubChem BioAssay)
HSF1 inhib – HSF1 inhibitors in luciferase reporter cells, primary screen, cell-based, NIH3T3, luminescence | NIH3T3-HGL HSE-luciferase, MG132-induced, luminescence 8 h; hits give low values | activity change, negative = inhibition, % at 7.5 µM (by protocol) | hit rate 0.77% among 300,000 | AID 2098, 2009;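 active = more than half of replicate wells show activity change below -50%, luminescence cut by over half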;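 also: luciferase reports HSF-1 transcriptional activity via heat shock element; 0% = median of DMSO wells and -100% = zero luminescence signal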
aSyn UTR inh – MLPCN primary screen, SNCA 5' untranslated region; AID 1813, 2009; hit rate 0.82% among 300,000; inhibition, % (tested at 7.5 µM); alpha-synuclein 5'UTR reporter, inhibitor activity; in the data active = inhibition above about 60%;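 also: H4 neuroglioblastoma cells stably carrying SNCA 5'UTR luciferase fusion; 0% = DMSO wells and 100% = positive control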
AI-2 QS modul – Vibrio harveyi AI-2 quorum sensing modulators, primary screen, JMH597 strain, luminescence/OD600 ratio; Vibrio harveyi JMH597 AI-2 luminescence/OD600 ratio, 9 h; hits give low values; strain lacks LuxN and CqsS sensors; 0 = neutral-control median; activity change, % at 7.5 µM; hit rate 0.4% among 300,000; in the data active = activity change below about -75%, passing the limit was not always enough;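 also: luminescence divided by OD600 gain over 9 h not by final OD600 alone; inactives centre near 13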
HSP90 inh – HSP90 inhibitors, primary screen, cell lysate, luminescence; Rabbit reticulocyte lysate, luciferase refolding luminescence, 3 h; hit rate 0.91% among 290,000; AID 1789, 2009; Heat shock protein HSP 90 (rabbit reticulocyte lysate; luciferase refolding); inhibition, % at 5.6 µM;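 active = inhibition above the screen-wide mean plus 3 SD, computed separately per campaign, cut at about 16% in these data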;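 also: 0% = DMSO wells and 100% = 60 µM geldanamycin wells; inhibitors lower the luminescence because luciferase stays unfolded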
KLF5 inh – KLF5 expression inhibitors, primary screen, DLD-1 cells, luminescence. inhibition, % at 5 µM. hit rate 0.23% among 290,000. DLD-1 KLF5 promoter-luciferase reporter;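 active = inhibition above a per-plate limit of that plate's mean compound inhibition plus 3 SD, cut at about 60% in these data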;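 also: 0% = DMSO wells and 100% = LY294002 at 200 µM; higher means less KLF5 promoter-driven luciferase light; inactives centre near -14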
GSK3 alpha inh – blockers of GSK3A enzyme activity – biochemical, luminescence, cell-free homogeneous, HTS, primary screen. hit rate 0.1% among 320,000. GSK-3 alpha kinase, ADP-Glo luminescence, 60 min. Glycogen synthase kinase-3 alpha (Homo sapiens), P49840. inhibition, % at 10 µM. AID 2650, 2010;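 in the data active = inhibition above about 50%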;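 also: GST-tagged GSK-3 alpha with peptide substrate and 25 µM ATP; 0% = DMSO neutral wells and 100% = GW8510 positive control wells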
Target sequence (P49840 whole entry, looked up): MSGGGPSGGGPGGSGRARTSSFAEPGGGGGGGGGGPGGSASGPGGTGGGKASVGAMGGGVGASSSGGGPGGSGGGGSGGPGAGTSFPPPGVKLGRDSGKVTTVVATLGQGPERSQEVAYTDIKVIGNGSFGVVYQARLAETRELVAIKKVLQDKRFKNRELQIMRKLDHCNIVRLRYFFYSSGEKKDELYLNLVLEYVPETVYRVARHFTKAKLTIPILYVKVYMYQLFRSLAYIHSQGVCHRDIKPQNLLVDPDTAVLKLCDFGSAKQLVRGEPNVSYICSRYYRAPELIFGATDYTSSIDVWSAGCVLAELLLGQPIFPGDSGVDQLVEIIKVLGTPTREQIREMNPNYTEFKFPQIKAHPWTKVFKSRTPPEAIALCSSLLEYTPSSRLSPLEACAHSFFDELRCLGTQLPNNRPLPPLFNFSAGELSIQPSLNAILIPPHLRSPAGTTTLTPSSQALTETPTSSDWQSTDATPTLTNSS
GSK3beta inhib – human GSK3beta kinase inhibitors, primary screen, biochemical, cell-free homogeneous, HTS; activity score (negative = inhibition), % at 10 µM; Glycogen synthase kinase-3 beta (Homo sapiens), P49841; GST-GSK3beta kinase, ADP-Glo luminescence, 60 min; hits give low values; AID 2097, 2009; hit rate 0.038% among 300,000;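 active = more than half of replicate wells score below -50%, meaning over 50% inhibition versus plate controls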;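 also: 0% = median DMSO wells and -100% = median GW8510 positive control wells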
Target sequence (P49841 whole entry, looked up): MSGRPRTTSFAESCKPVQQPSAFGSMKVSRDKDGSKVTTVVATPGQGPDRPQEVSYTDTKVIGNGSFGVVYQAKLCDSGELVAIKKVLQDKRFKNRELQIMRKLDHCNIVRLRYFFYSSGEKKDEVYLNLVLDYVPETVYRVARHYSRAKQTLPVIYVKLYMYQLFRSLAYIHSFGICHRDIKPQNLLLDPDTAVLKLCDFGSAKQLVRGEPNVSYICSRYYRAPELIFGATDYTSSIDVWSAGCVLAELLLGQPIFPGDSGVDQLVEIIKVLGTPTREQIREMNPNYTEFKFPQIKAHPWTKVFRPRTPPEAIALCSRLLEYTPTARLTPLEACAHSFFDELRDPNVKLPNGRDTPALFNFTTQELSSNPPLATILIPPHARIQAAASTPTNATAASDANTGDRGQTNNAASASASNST
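Test system – GST-tagged human GSK3beta kinase, cell-free · Incubation – 60 min enzyme reaction, room temperature · Signal – ADP-Glo luminescence · Also added – peptide substrate and ATP at 25 µM · Controls – DMSO neutral wells and GW8510 at 20 µM as positive · Buffer or medium – Tris/MgCl2 kinase buffer · Measure – Luminescence-derived activity versus plate DMSO and GW8510 wells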
HIF act – HIF pathway transcriptional activators, primary screen, cell-based, U2OS HRE-luciferase, luminescence; U2OS HRE-luciferase reporter; normalized: DMSO 0%, desferrioxamine 100%; activation, % at 7.5 µM (by protocol); hit rate 0.32% among 300,000;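 active = mean activation of at least 10% of the iron chelator positive control signal, with at least half of replicates also reaching 10%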
HSF1 activator – HSF-1 activators, primary screen, NIH3T3-HGL cells, MG132 stress, luminescence, single point; hit rate 1.7% among 300,000; AID 504408, 2011; activation, % at 9 µM; NIH3T3-HGL HSF-1 luciferase reporter, 8 h; 100% = twice DMSO control signal;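 active = mean replicate activation of at least 50% with a set share of replicates each reaching 50%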;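 also: 0% = median of the neutral control wells and 100% = twice that signal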
IEC-6 tox – cytotoxicity in IEC-6 intestinal epithelial cells, primary screen, cytotoxicity control for KLF5 inhibitor project, cell-based, luminescence | inhibition, % at 5 µM | AID 1825, 2009 | IEC-6 cytotoxicity, luminescence viability | hit rate 0.78% among 290,000; in the data active = inhibition above about 22%;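 also: 0% = plate median of test compound wells and 100% = cytotoxic reference compound wells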
* marks the source's active call; other numbers are inactive results; . = no result given. Compounds were not picked by outcome; any-hit rate near 4.7%.

SMILES	HSF1 inhib	aSyn UTR inh	AI-2 QS modul	HSP90 inh	KLF5 inh	GSK3 alpha inh	GSK3beta inhib	HIF act	HSF1 activator	IEC-6 tox
CC(C)(C)c1ccc(COC(=O)CNC(=O)CNC(=O)Cc2ccccc2)cc1	1.3	9.6	-2.9	0.4	-3.9	0.6	-3.2	-0.4	-13.3	-3.1
O=C(c1ccc(-c2ccc(Cl)cc2)o1)N1CCN(c2ccc([N+](=O)[O-])cc2Cl)CC1	-7.6	-8.5	-0.1	0.3	7.6	.	4.4	0.5	10.4	-3.1
Cc1cccc(C(C)C)c1NC(=O)COC(=O)Cc1ccsc1	-9.1	14.7	7.2	-1.2	9.4	-0.6	3.2	-0.3	9.7	-1.8
CCS(=O)(=O)c1ccc(O)c(NC(=O)Nc2ccc(C(C)(C)C)cc2)c1	-4.0	17.0	-6.1	-4.1	-12.8	-0.8	-3.4	-0.1	-10.6	-4.4
COc1cccc(-c2nc(S(=O)(=O)c3ccccc3)c(N3CCOCC3)o2)c1	-4.2	26.0	23.8	6.5	-38.5	-2.1	-1.2	0.0	-3.5	8.8
CN(Cc1cccs1)C(=O)COc1ccc(-c2nnco2)cc1	7.5	3.1	8.3	-0.5	-21.5	-4.7	-1.6	0.0	32.2	-0.9
Cc1oc(-c2ccccc2F)nc1CS(=O)(=O)CC(=O)NCCN1CCCC1	2.7	4.5	6.2	3.7	-8.7	0.2	0.9	-0.1	8.5	-6.6
CCOC(=O)c1[nH]ncc1CN1CCc2ccc(NC(=O)C3CCCO3)cc2C1 (stereo unspecified)	5.1	1.6	25.7	-2.9	-27.3	-0.7	4.8	1.3	-6.3	-3.0
COc1ccc(-n2c(=O)[nH]cc(C(=O)N3CCCc4ccccc43)c2=O)cc1	0.2	15.6	27.9	2.4	-16.5	-4.1	2.2	1.5	2.9	3.0
O=S(=O)(CC(O)CS(=O)(=O)c1ccc(Cl)cc1)c1ccccc1 (stereo unspecified)	0.6	-2.1	0.5	0.9	-27.4	-1.4	-0.5	0.3	-9.5	-0.4
O=C(c1ccc(Cl)cc1)N1CCN(c2ncccn2)CC1	3.0	11.5	10.0	0.5	-13.4	-0.7	-0.3	1.7	5.4	1.9
c1ccc(C[C@H]2CN=C(Nc3ccccc3)N2CCCC2CCCC2)cc1	-4.5	-5.5	4.7	0.5	-28.2	3.2	-8.5	0.1	-14.5	0.3
O=C(CN(C(=O)CNC(=O)c1cccs1)c1ccc2c(c1)OCCO2)NC1CCCC1	-6.7	-20.6	12.5	3.5	-17.0	-0.7	-1.4	-0.3	-4.4	1.3
COc1cc(/C=N/n2c(C)nc3ccccc3c2=O)ccc1O	-2.2	11.6	5.8	1.3	-2.0	-1.1	-2.5	-0.5	4.2	9.6
Cn1cnc2c1c(=O)n(Cc1ccccc1C#N)c(=O)n2C	-3.4	12.1	19.9	-0.5	-215.3	-0.9	-2.8	-28.0	-20.5	-1.2
Cc1ccc(-n2nc(C)c3c(C)cc(=O)[nH]c32)cc1	-1.0	-68.7	0.5	-0.8	-66.9	-1.7	6.4	-0.2	0.4	0.7
CCCc1nc2cc(Cl)c([N+](=O)[O-])cc2o1	-6.8	20.5	1.3	-1.9	-13.9	-1.0	0.6	0.0	2.3	0.9
COc1ccc(C)cc1NC(=O)CN1CCN(C/C=C/c2ccccc2)CC1	-9.4	30.9	9.0	1.4	-8.7	-1.5	3.1	0.1	2.6	0.7
O=C(/C=C/c1ccccc1)Nc1sc2c(c1C(=O)O)CCC2	1.7	-48.3	14.9	2.1	-13.2	-1.4	4.6	0.9	7.1	1.9
CC(=O)Nc1cc(NC(C)=O)c(CC(C)C)s1	-3.1	0.0	10.0	6.3	-19.5	-20.6	2.3	-0.3	11.9	2.3
Cc1cc(Cl)ccc1OCC(=O)Nc1ccc(CN2CCOCC2)cc1	0.9	-4.0	18.8	5.9	-17.2	.	2.3	0.9	-3.6	3.1
Cc1ccc(C(C(=O)NCc2ccccc2)N(Cc2cccs2)C(=O)c2ccc3c(c2)OCCO3)cc1 (stereo unspecified)	-44.5	-10.0	31.5	0.3	-1.6	-3.5	-0.7	-0.3	-39.7	9.1
CSC1=NC(C)(C)C=C(/C=C/c2ccc(Cl)cc2Cl)N1	44.3	-52.5	5.7	4.3	4.3	2.0	-0.9	0.2	46.5	4.2
Cc1cccc(NC(=O)c2c(O)c3ccccc3[nH]c2=O)c1	11.1	-60.5	17.6	-2.8	-156.4	-0.4	-4.3	2.4	45.5	0.1
Cc1cc(C)c(C(=O)COC(=O)c2cc([N+](=O)[O-])ccc2N2CCOCC2)cc1C	21.4	6.4	9.4	.	.	-3.7	-6.0	0.3	24.7	.
O=C(CNC(=O)c1ccco1)NCC(=O)OCc1ccc(F)cc1	0.6	-1.1	23.3	0.9	-9.0	-2.1	-1.6	-1.3	9.7	7.8
NC(=O)C1(N2CCCCC2)CCN(CC(=O)Nc2ccccc2-c2ccccc2)CC1	2.5	18.8	9.1	-1.3	0.0	-2.4	-1.7	0.1	3.6	-3.4
Cc1ccc(S(=O)(=O)Oc2ccc3ccc(O)cc3c2)cc1	-1.7	-43.5	14.8	3.2	-42.1	0.5	-2.3	0.2	-9.7	-3.7
O=C(NCCCn1ccnc1)/C(=C/c1ccc(F)cc1)NC(=O)c1ccccc1	-11.6	14.3	10.7	-2.8	-6.5	0.4	0.0	0.0	4.0	-0.2
O=C(Nc1cc(Cl)ccc1O)c1cc(-c2ccco2)on1	-3.0	-232.7	4.4	-0.9	-90.9	-1.1	-6.6	1.1	-7.3	1.8
COc1ccc(NS(=O)(=O)c2cccc(C(=O)NC3CCC(O)CC3)c2)cc1 (stereo unspecified)	-8.1	-6.0	16.8	-0.9	-37.0	-2.0	-1.1	0.1	-0.7	-0.3
Cc1cc(NC(=O)c2ccccc2)nc2c1c(=O)oc1ccccc12	-0.6	-32.8	25.9	-2.8	-19.9	-2.8	0.9	0.2	1.8	-0.1
Cc1onc(-c2c(Cl)cccc2Cl)c1C(=O)NCc1ccc(S(N)(=O)=O)cc1	3.7	-2.0	15.1	0.7	-19.9	-2.7	-3.8	-18.4	0.5	-1.8
O=C(Nc1ccc(-c2nc3ccccc3s2)cc1)C1=COCCO1	-56.2*	94.2*	-0.5	14.4	-99.4	1.4	1.6	-2.7	-62.9	-8.0
O=C(NC1CCCCCC1)C1c2ccccc2C(=O)N1Cc1cccnc1 (stereo unspecified)	2.5	1.8	42.7	-0.3	8.3	-1.9	2.9	0.2	4.6	1.8
COc1cccc(-c2noc(C3CCCN(C(=O)c4cccc(F)c4)C3)n2)c1 (stereo unspecified)	13.3	-33.6	11.1	1.1	-52.4	-2.0	1.5	-0.6	20.6	1.8
COC(=O)C1CN(C(=O)C(C)Oc2ccc(C)c(C)c2)c2ccccc2O1 (stereo unspecified)	2.6	4.9	16.5	2.7	-23.2	-2.3	-4.3	-1.1	7.3	-3.1
CC(C)Oc1cccc(C(=O)C2CCCN(Cc3ccc4nonc4c3)C2)c1 (stereo unspecified)	9.5	-3.3	11.3	-1.8	0.6	-1.6	-0.9	0.1	-1.9	-5.2
CCc1ccccc1NC(=S)NCc1cccn1C	1.1	4.2	13.4	3.6	-20.5	-0.1	4.0	-0.2	2.4	-5.0
CCOC(=O)C1CCN(C(=O)c2ccc3c(=O)n4nc(Nc5cc(C)ccc5C)sc4nc3c2)CC1	2.7	7.0	18.1	5.1	5.3	-1.8	-2.5	-0.8	-0.2	2.9
CCCCN=C1NC(=O)C(CC(=O)NCCc2ccc(OC)cc2)S1 (stereo unspecified)	-0.6	-1.3	9.5	-0.3	-17.1	-0.2	3.9	-0.1	2.7	2.4
CC(C)CNc1nc(S(=O)(=O)c2ccccc2)c(Cl)s1	-7.0	17.1	9.5	10.9	-3.1	-0.9	-1.6	-0.7	-10.1	3.5
O=C(CSc1nnc2ccc(-c3ccncc3)nn12)c1cccs1	-4.1	14.9	-7.7	65.8*	62.6*	6.0	4.0	-0.5	1.9	0.4
CCOC(=O)C1=C(C)N=c2s/c(=C/c3cccc([N+](=O)[O-])c3O)c(=O)n2C1c1cc(OC)c(OC)c(OC)c1 (stereo unspecified)	5.5	19.8	1.9	0.3	-19.2	0.2	-2.7	-0.7	57.7*	2.7
CC(=O)c1ccc(NC(=O)N[C@@H](Cc2ccccc2)C(=O)O)cc1	-4.5	-1.7	9.2	-1.1	-2.8	-3.0	-2.7	0.4	0.8	-10.3
C=CCc1cc(Cl)ccc1OCCNCCN1CCOCC1	-0.3	18.4	1.4	5.3	-10.1	-0.3	-0.9	0.0	-2.3	4.4
Cc1c(Cl)cn2c(=O)cc(CN3CCN(c4ccccc4)CC3)nc2c1Cl	-3.3	5.6	-17.4	-0.8	11.4	-2.3	-0.6	-0.1	-0.7	-0.4
c1ccc(-c2noc(-c3ccco3)n2)nc1	0.6	-17.4	30.8	10.1	-167.4	0.8	0.6	-0.8	-13.0	-0.7
Cc1ccccc1NC(=S)N(CCN(C)C)C(C)c1ccco1 (stereo unspecified)	3.1	-11.2	12.8	3.7	-18.2	-0.8	2.2	0.1	6.9	0.7
CCCC12CN3CC(C)(CN(C1)C31C(=O)Nc3ccc(C)cc31)C2=O (stereo unspecified)	-3.0	-5.5	2.2	-2.1	15.4	-2.0	0.8	0.1	-7.1	8.1
O=C1CCCC(O)=C1N=Nc1ccc2c(c1)OCO2	14.1	-45.1	16.7	-3.6	-21.7	0.4	-0.6	-0.4	6.1	-5.6
O=C(NCc1ccco1)c1cc(C(=O)C2CC2)c[nH]1	-5.1	1.0	25.1	1.4	-19.5	1.4	-0.4	-0.2	-5.5	-0.5
CC(C)(CN1CCN(Cc2ccccc2)CC1)NS(=O)(=O)c1ccccc1	-2.0	-5.6	11.1	12.0	-16.8	-1.2	1.7	-0.1	-5.3	2.3

An excerpt from above in order of the AI-2 QS modul value, descending.
SMILES,HSF1 inhib,aSyn UTR inh,AI-2 QS modul,HSP90 inh,KLF5 inh,GSK3 alpha inh,GSK3beta inhib,HSF1 activator
c1ccc(-c2noc(-c3ccco3)n2)nc1,0.6,-17.4,30.8,10.1,-167.4,0.8,0.6,-13.0
Cc1ccccc1NC(=S)N(CCN(C)C)C(C)c1ccco1 (stereo unspecified),3.1,-11.2,12.8,3.7,-18.2,-0.8,2.2,6.9
CC(C)(CN1CCN(Cc2ccccc2)CC1)NS(=O)(=O)c1ccccc1,-2.0,-5.6,11.1,12.0,-16.8,-1.2,1.7,-5.3
